HEK293 viab = cell viability loss counter-screen. Potency, µM (titrated, usually from 57.1 µM), for the others: top-dose activity change, negative = cytotoxicity, actives largely listed as cytotoxic. HEK-293-SNCA-luc viability, GF-AFC fluorescence, 24 h. hit rate 0.12% among 150,000. AID 1671193;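 note: potency is the fitted concentration of half-maximal effect; 0% = DMSO-treated cells and -100% = medium-only wells without cells; nearly all actives have a fitted effect of over 30% in size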
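HEK-293-SNCA-luc cells (1500/well) plated 24 h, then exposed 24 h to a dilution series; GF-AFC added 30 min at 37C, fluorescence 405/540 nm; normalised to medium-only and DMSO wells, Hill fit.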
Luciferase inh = Photinus pyralis luciferase inhibition. P08659. purified P. pyralis luciferase, luminescence, biochemical. Potency, µM (top dose mostly 115 µM), for inactives: at the highest dose activity change, negative = inhibition, actives largely listed as inhibitors. hit rate 2.5% among 76,000. AID 1347043; note: potency is the fitted concentration of half-maximal effect; nearly all actives have a fitted effect of over 65% in size
Target sequence (P08659 whole entry, looked up): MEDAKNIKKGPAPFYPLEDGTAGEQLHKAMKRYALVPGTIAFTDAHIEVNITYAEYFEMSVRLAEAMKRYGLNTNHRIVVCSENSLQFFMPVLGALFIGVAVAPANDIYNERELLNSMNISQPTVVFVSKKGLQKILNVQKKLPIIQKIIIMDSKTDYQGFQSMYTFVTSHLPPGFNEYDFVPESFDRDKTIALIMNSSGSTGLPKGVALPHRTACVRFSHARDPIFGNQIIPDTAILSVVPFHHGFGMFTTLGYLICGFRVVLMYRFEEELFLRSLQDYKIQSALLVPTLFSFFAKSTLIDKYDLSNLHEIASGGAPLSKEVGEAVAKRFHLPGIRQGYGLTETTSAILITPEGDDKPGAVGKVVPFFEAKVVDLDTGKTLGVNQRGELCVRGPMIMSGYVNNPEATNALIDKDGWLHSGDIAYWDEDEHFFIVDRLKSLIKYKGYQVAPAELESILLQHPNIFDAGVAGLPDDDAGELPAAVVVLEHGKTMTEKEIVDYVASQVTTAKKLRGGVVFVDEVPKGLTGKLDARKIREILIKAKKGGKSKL
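Luminescence read by CCD imaging after purified firefly luciferase (10nM final) was added to substrate buffer holding 10uM D-luciferin and 10uM ATP, pH 7.5, pre-dosed with compound.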
GPT2 inhibitor = blocks human glutamate pyruvate transaminase 2; Potency, µM (top dose mostly 57.7 µM), inactives show at the top dose activity change, negative = inhibition, hits mostly inhibitors; Recombinant GPT2, coupled pyruvate oxidase/HRP Amplex Red fluorescence; hit rate 0.25% among 100,000; AID 1671188; Q8TD30; note: potency is the fitted concentration of half-maximal effect; nearly all actives have a fitted effect of over 60% in size; many of its hits are not listed in these tables
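Fluorescence read-out: pyruvate from GPT2 turnover coupled to pyruvate oxidase, HRP and Amplex Red (0.2mM ThPP, 0.2U/mL PO and HRP, 50uM Amplex final). Substrates 250uM a-KG, 2mM L-alanine; enzyme 10ng/uL; 30 min RT.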
NIH3T3 tox = NIH 3T3 cell cytotoxicity. NIH 3T3 viability, CellTiter-Glo ATP luminescence, 48-72 h. Potency, µM (series often up to 96.7 µM), for the others: at the highest dose activity change, negative = cytotoxicity, most hits filed as inhibitors. hit rate 4.3% among 94,000. AID 1345082; note: potency is the fitted concentration of half-maximal effect; nearly all actives have a fitted effect of over 55% in size
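ATP-dependent luminescence (CellTiter-Glo) served as the viability signal for NIH 3T3 cells treated with compound for 48 or 72 hr at 37 °C.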
IP6K1 inh = blocks human inositol hexakisphosphate kinase 1; Q92551; IP6K1 kinase, ADP-Glo luminescence, 2 h; hits give low values; activity change, % (series mostly up to about 58 µM); hit rate 0.81% among 140,000; in the data active = activity change below about -25%
Target sequence (Q92551 whole entry, looked up): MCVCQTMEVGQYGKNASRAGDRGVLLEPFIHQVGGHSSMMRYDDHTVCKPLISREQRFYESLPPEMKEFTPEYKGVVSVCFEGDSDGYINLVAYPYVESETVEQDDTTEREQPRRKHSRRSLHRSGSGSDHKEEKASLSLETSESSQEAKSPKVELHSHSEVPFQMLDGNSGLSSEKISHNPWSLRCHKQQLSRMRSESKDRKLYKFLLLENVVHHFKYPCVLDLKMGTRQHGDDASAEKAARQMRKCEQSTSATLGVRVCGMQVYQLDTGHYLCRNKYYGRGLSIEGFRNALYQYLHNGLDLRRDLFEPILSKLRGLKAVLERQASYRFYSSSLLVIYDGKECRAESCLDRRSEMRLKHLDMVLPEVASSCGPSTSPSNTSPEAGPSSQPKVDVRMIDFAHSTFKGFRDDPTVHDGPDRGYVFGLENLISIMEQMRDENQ
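ADP-Glo luminescence measures ADP made by human IP6K1 during a 2 h RT reaction with ATP/IP6 (mix at 1.3 mM/130 uM); top library doses 57.5 and 19.1 uM final.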
HEK cytotox = cytotoxic compounds in HEK 293 cells; HEK 293 viability, ATP luminescence (CellTiter-Glo), 48-72 h; Potency, µM (titrated, usually from 115 µM), inactives show at the top dose activity change, negative = cytotoxicity, actives largely listed as inhibitors; hit rate 6.6% among 94,000; AID 1345083; note: potency is the fitted concentration of half-maximal effect; nearly all actives have a fitted effect of over 60% in size
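HEK 293 cells at 250 cells/well were exposed to compounds by pintool transfer for 48 or 72 hr at 37 degree Celsius, 5% CO2. Viability was read as ATP-coupled luminescence with CellTiter-Glo after 10 min at room temperature.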
SNCA expr inh = reduces expression of the alpha-synuclein gene; HEK-293 SNCA-luciferase knock-in, luminescence, 24 h; Potency, µM (top dose mostly 57.2 µM), for inactives: top-dose activity change, negative = inhibition, usual class: inhibitors; hit rate 0.17% among 140,000;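 note: potency is the fitted concentration of half-maximal effect; plate controls were DMSO cells for no effect and cell-free wells for full effect; nearly all actives have a fitted effect of over 45% in size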
The depositor's hits bear a star; i = inactive; ? = inconclusive; . = not tested or not shown; & = joins results of further samples; [ ] = remark or other dose. Unless noted, calls come from the whole dose curve; as a rule, active = well fitted curve in the direction sought with a large enough effect; inconclusive = small, poorly fitted or top-dose-only effect, or another doubt; inactive = no such curve, though single readings can be large; an effect the other way counts as inactive or inconclusive. Unless noted, % is set by controls: 0 for no effect and ±100 for the full control effect. Only part of the results is shown; the hit share may differ from the screen's.

entry	canonical_smiles	NIH3T3 tox	HEK cytotox	GPT2 inhibitor	IP6K1 inh	SNCA expr inh	Luciferase inh	HEK293 viab
1	CN(CCc1ccccn1)[C@H]1[C@@H]2OC[C@@H](O2)[C@@H](NCc2ccncc2)[C@@H]1O	-8%[174 µM]	-8%[172 µM]	-2%[88.5 µM]	10	27%[87.6 µM]	13%[172 µM]	3%[87.6 µM]
2	COc1ccc(CN2Cc3[nH]cnc3C[C@H]2c2nc(-c3ccc(C(F)(F)F)cc3)no2)cc1	?	?	-2%	17	-31%	40µM*	-26%
3	Cc1ccc(NC(=O)Cn2nc(C(F)(F)F)c3c2CCC3)cc1C	.	.	.	14	-1%	.	1%
4	Cc1cccc(CC(=O)N2CCC[C@H]2c2nc(-c3ccccc3)no2)c1	?	?	i	-1	19%	-12%	?
5	CCOc1cc(=O)n2c(c1C(=O)Nc1ccc(C)cc1C)CCCC2	-16%	-32%	i	1	13%	-8%	-5%
6	Cc1cccc(C(=O)Nc2sc3c(c2C(=O)Nc2ccccc2)CCC3)c1	.	.	.	-8	-14%	.	4%
7	CC(C(=O)N1CCCN(c2cc(-c3ccccc3)[nH]n2)CC1)c1ccccc1 (stereo unspecified)	?	?	?	-8	-16%	3%	-20%
8	Cc1c(C(=O)Nc2cccc(-c3nc4ccccc4s3)c2)oc2ccccc12	.	.	.	-7	55%[activator]	.	4%
9	CCN(C(=O)c1cc2c(=O)n3cccc(C)c3nc2s1)c1ccc(C)c(C)c1	.	.	.	-13	9%	.	1%
10	O=C(Nc1ccccc1)O[C@@H]1CO[C@H]2[C@@H]1OC[C@@H]2NC(=O)C1CCCCC1	-36%[174 µM]	-11%[172 µM]	-1%[88.5 µM]	12	1%[87.6 µM]	-22%[172 µM]	5%[87.6 µM]
11	COc1ccccc1Nc1ccnc(N2CCN(C(=O)c3cccc(Cl)c3)CC2)n1	?	?	i	8	?	.	-21%
12	O=C(c1ccoc1)N1CC(Oc2ccc(-c3nc(-c4ccccc4)no3)cc2)C1	-6%	?	i	8	-8%	?	17%
13	O=C(O)c1cnc(-c2cc(NCc3ccccn3)nc3[nH]ccc23)c(Cl)c1	-27%	-31%	-15%	-5	-17%	40µM*	-10%
14	CCn1nc(C)c(CNC(=O)[C@@H]2C[C@@H](O)CN2C2CCN(C(=O)c3cccc(OC)c3)CC2)c1C	-20%	-21%	i	-2	-23%	0%	9%
15	COc1ccc(CNC(=O)c2cn3ccnc(-c4ccccc4)c3n2)cc1OC	?	?	i	24	-4%	-5%	-19%
16	CN1CCC(N2C[C@@H]3C[C@H]2C(=O)N(CC2CC2)c2ccccc2O3)CC1	i	4%[172 µM]	-4%[88.5 µM]	7	-16%[87.6 µM]	-7%[172 µM]	1%[87.6 µM]
17	COCCN1Cc2ccc(Nc3ccc(OC)cc3)nc2C(C)(C(=O)Nc2ccccc2)C1 (stereo unspecified)	?	?	5%	-9	-3%	?	2%
18	O=C(CSc1nc2ccccc2c(=O)n1CCC(=O)NC1CCCCC1)Nc1ccccc1Cl	.	.	.	15	-13%	.	1%
19	CN1CCC(NC(=O)c2n[nH]c3c2CN(C(=O)c2ccccc2)CC3)CC1	i	-1%	0%	3	27%	-5%	12%
20	CCOC(=O)c1ccc(NS(=O)(=O)c2cn(C)c(C)n2)cc1	.	.	.	-1	0%	.	7%
21	C[S+](=O)([O-])N1CCC(c2nnc3n2C(C(=O)NCCCc2ccccc2)CC3)CC1 (stereo unspecified)	-12%	-25%	1%	-8	35%[activator]	.	-25%
22	COc1cc(NC(=O)c2ncn(-c3ccccc3)n2)cc(OC)c1	.	.	.	4	137%[activator]	.	2%
23	O=C(c1cccs1)N1CCCCCC1c1nc(C2CC2)no1 (stereo unspecified)	?	-20%	0%	6	-3%	-8%	-6%
24	CC(=O)N(C1CC1)C1CCOC2(CCN(C(=O)Nc3ccccc3)CC2)C1 (stereo unspecified)	-18%	-17%	i	-12	3%	-6%	1%

Next section, starting with the last 6 of the part before.
entry	canonical_smiles	NIH3T3 tox	HEK cytotox	GPT2 inhibitor	IP6K1 inh	SNCA expr inh	Luciferase inh	HEK293 viab
19	CN1CCC(NC(=O)c2n[nH]c3c2CN(C(=O)c2ccccc2)CC3)CC1	i	-1%	0%	3	27%	-5%	12%
20	CCOC(=O)c1ccc(NS(=O)(=O)c2cn(C)c(C)n2)cc1	.	.	.	-1	0%	.	7%
21	C[S+](=O)([O-])N1CCC(c2nnc3n2C(C(=O)NCCCc2ccccc2)CC3)CC1 (stereo unspecified)	-12%	-25%	1%	-8	35%[activator]	.	-25%
22	COc1cc(NC(=O)c2ncn(-c3ccccc3)n2)cc(OC)c1	.	.	.	4	137%[activator]	.	2%
23	O=C(c1cccs1)N1CCCCCC1c1nc(C2CC2)no1 (stereo unspecified)	?	-20%	0%	6	-3%	-8%	-6%
24	CC(=O)N(C1CC1)C1CCOC2(CCN(C(=O)Nc3ccccc3)CC2)C1 (stereo unspecified)	-18%	-17%	i	-12	3%	-6%	1%
25	Cc1ccccc1C1C=C(c2ccc(Cl)cc2)Nc2nnnn21 (stereo unspecified)	.	.	.	1	15%	.	12%
26	Cc1ccc(C(=O)N2CCC(Oc3ccc(C(=O)N4CCOCC4)cn3)CC2)cc1	?	-35%	i	16	-2%	0%	20%
27	Cc1nc2c(c(-c3ccc(Cl)cc3)n1)CCN(C(=O)NC1CCCC1)CC2	?	-26%	i	4	18%	.	5%
28	N#Cc1cccc(CN2CCOC[C@H]2c2ncc(-c3ccc(C(F)(F)F)cc3)[nH]2)c1	?	89µM*	-9%[88.5 µM]	-8	-30%[87.6 µM]	-7%[172 µM]	-9%[87.6 µM]
29	CCCCN(C(=O)Nc1ccc(OCC)cc1)C1CCN(C(C)=O)CC1	.	.	.	4	16%	.	3%
30	CCC(=O)N1CCCc2cc(S(=O)(=O)N3CCC(C(=O)Nc4ccc(F)c(F)c4)CC3)ccc21	.	.	.	40	?	.	-2%
31	CCOC(=O)N1CCN(S(=O)(=O)N2CCCC(C(=O)NCc3cccc(OC)c3)C2)CC1 (stereo unspecified)	.	.	.	13	-2%	.	-10%
32	COc1cccc(CNC(=O)CCCn2ncn3c(cc4occc43)c2=O)c1OC	.	.	.	-4	17%	.	2%
33	O=C1NC2(CCN(C(=O)c3cccnc3)C2)N=C1c1cccnc1 (stereo unspecified)	-3%[138 µM]	2%[172 µM]	0%[88.5 µM]	1	10%[87.6 µM]	1%[172 µM]	?
34	COc1ccccc1C(=O)Nc1ccc2nc(SCC(=O)N3CCCc4ccccc43)sc2c1	.	.	.	25	?	.	-12%
35	CCOc1ccccc1OCCNC(C)Cc1ccc(OC)c(S(N)(=O)=O)c1 (stereo unspecified)	.	.	1%	26	-11%	.	-2%&-9%
36	COc1ccc(OC)c(C2CC(=O)c3c([nH]c(C(=O)OCC4CCCCC4)c3C)C2)c1 (stereo unspecified)	.	.	.	25	3%	.	-3%
37	COc1cc2c(c(OC)c1CC=C(C)C)C[C@H](c1ccc(O)c(CC=C(C)C)c1O)CO2	.	.	i	8	.	.	-5%[23.9 µM]
38	CC(Cn1cncn1)NCc1cc(=O)c2cc(F)ccc2[nH]1 (stereo unspecified)	0%	0%	i[11.5 µM]	-9	-23%	-11%	0%
39	CC(C)CCN1CCC(N2CCN(S(=O)(=O)c3ccc(CC(C)C)cc3)CC2)C1=O (stereo unspecified)	?	?	?	11	-15%	-15%	-7%
40	COc1cc(=O)n2c(c1C(=O)Nc1cc(C)ccc1C)CCCC2	i	6%	-7%	23	-6%	-6%	7%
41	C[C@@]1(O)CCN(Cc2cccc(F)c2F)C[C@H]1N1CCCC1	-8%	7%	1%	0	0%	2%	6%
42	Cc1ccc2oc3c(c(=O)c2c1)C(c1ccccc1F)N(CCCN(C)C)C3=O (stereo unspecified)	.	.	.	34	34%[activator]	.	-4%
43	COc1ccc(C(=O)Nc2ccc(-c3nc4cc(C)ccc4o3)c(O)c2)cc1	.	.	.	14	2%	.	-13%
44	CC(C)CC[C@@H](O)[C@](C)(O)[C@H]1CC[C@@]2(O)C3=CC(=O)[C@@H]4C[C@@H](O)[C@@H](O)C[C@]4(C)[C@H]3CC[C@]12C	.	.	-1%	12	.	.	2%
45	Cc1cnn(C(C)c2nc(-c3ccc(C)nn3)no2)c1 (stereo unspecified)	i	i	-11%[11.5 µM]	14	15%	1%	6%
46	O=C(Cn1ncc2c(=O)oc3ccccc3c21)N1CCN(c2ccc(Cl)cc2)CC1	.	.	.	-6	-16%	.	-2%
47	COc1ccccc1CNc1nc(-c2ccco2)nn1S(=O)(=O)c1ccc2ccccc2c1	.	.	.	16	32%[activator]	.	-20%
48	Cn1cccc1CN1CCCCC12Cc1ccccc1CNC2=O (stereo unspecified)	?	?	1%	-10	-1%	.	-15%
49	CCN(C(=O)c1cc2c(=O)oc3ccc(C)cc3c2s1)c1cc(OC)ccc1OC	.	.	.	25	?	.	12%
50	CCN(C(=O)Cn1c(=O)oc2cc(S(=O)(=O)N3CCCC3)ccc21)c1cccc(C)c1	.	.	.	14	12%	.	9%
51	CN(C)C[C@@H]1CN(c2ncccn2)C[C@H]1NC(=O)Cc1ccccc1Cl	-7%	-9%	i	18	5%	5%	-16%
52	COCCn1c(C)cc(C(=O)N2CCCCCCNC(=O)CC2)c1C	-19%	-4%	i	1	5%	-13%	1%
53	COc1ccccc1CC(=O)N1CCC(n2cc(-c3nc(C)no3)nn2)CC1	-26%	-7%	?	16	?	0%	10%
54	CCOc1ccc2ccccc2c1C(=O)N[C@@H]1C(=O)N2[C@@H]1SC(C)(C)[C@@H]2C(=O)O	.	.	-3%&-2%	-2&-14	-35%[25.6 µM]	.	14%
55	Cc1cccc(CCNC(=O)C2CCN(c3ncnc4c3nc3n4CCCCC3)CC2)c1	.	.	.	2	50%[activator]	.	11%

Source: PubChem
